# CHRM4 antagonist – human M4 muscarinic receptor antagonists, primary screen, CHO cells, Fluo-8 calcium fluorescence | actives 0.73% (n = 360,000) | AID 624125, 2012 | inhibition, % at 3 µM | CHO-hM4 cells, ACh EC80;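 active means inhibition above its plate's cutoff, the mean inhibition of sample wells plus 3 SD, cut at about 27% in these data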;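 further: 0% = acetylcholine EC80 with DMSO and 100% = DMSO without agonist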
# Target sequence (P08173 whole entry, looked up): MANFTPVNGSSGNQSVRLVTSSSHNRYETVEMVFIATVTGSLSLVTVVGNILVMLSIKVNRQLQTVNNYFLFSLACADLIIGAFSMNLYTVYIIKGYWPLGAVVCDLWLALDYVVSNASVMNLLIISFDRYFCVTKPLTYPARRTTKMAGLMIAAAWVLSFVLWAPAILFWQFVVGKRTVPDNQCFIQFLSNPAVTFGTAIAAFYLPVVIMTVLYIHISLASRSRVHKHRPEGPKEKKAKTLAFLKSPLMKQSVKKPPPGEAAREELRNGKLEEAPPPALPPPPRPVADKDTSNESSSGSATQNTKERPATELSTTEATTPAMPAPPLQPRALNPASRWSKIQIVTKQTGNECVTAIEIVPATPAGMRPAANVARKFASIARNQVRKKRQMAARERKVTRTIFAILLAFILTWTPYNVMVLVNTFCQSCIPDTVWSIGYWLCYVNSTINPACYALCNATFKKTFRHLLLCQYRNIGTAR
# M5 ag – human M5 muscarinic receptor agonists, primary screen, CHO-K1 cells, Fluo-8 calcium fluorescence. activation, % at 3 µM. Muscarinic acetylcholine receptor M5 (Homo sapiens), P08912. actives 0.19% (n = 360,000). CHO-K1 hM5 cells; 0% DMSO wells, 100% maximal acetylcholine response;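 active means activation above the run's mean over test compounds plus 3 SD, cut at about 23% in these data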;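 further: signal is peak over basal fluorescence ratio across the kinetic read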
# Target sequence (P08912 whole entry, looked up): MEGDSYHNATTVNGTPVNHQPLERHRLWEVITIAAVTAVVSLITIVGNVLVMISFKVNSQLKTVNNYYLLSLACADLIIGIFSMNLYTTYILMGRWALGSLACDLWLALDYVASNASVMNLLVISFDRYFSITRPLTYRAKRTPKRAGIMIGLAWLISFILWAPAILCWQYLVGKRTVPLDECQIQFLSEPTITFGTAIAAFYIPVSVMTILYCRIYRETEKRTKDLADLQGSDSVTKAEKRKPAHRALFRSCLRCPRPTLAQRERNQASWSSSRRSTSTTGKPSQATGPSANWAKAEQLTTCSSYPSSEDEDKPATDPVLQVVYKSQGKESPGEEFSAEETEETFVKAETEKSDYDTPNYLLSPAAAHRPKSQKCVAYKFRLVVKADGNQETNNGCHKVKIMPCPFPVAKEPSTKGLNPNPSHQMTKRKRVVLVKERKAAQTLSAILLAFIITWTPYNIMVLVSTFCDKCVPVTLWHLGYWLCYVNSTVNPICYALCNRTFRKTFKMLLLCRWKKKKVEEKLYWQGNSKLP
# M5 PAM – human M5 muscarinic receptor positive allosteric modulators, primary screen, CHO-K1 cells, Fluo-8 calcium fluorescence. Muscarinic acetylcholine receptor M5 (Homo sapiens), P08912. CHO-K1 hM5, ACh EC20 PAM; 0% = ACh EC20, 100% = ACh EC100. activation, % at 3 µM. actives 0.3% (n = 360,000);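 active means activation above the run cutoff, the mean activation of all test compounds plus 3 SD, cut at about 18% in these data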
#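 Test system: CHO-K1 hM5 cells / Doses: single-point, 3 µM nominal / Times: Post-acetylcholine fluorescence recording 140 s / Technique: Fluo-8 calcium fluorescence / Measure: Max/basal fluorescence ratio as % of EC20–EC100 ACh window / Benchmarks: low control EC20 acetylcholine (0%), high control EC100 acetylcholine (100%) / Replicates: one well per compound, no replicates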
# CRFR2-BP antag – antagonists of CRF-BP/CRF-R2 complex, primary screen, cell-based, HEK293, calcium dye fluorescence, uHTS | CRF-induced calcium fluorescence | inhibition, % at 11.8 µM | actives 0.59% (n = 350,000) | AID 588475, 2011;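 active means inhibition of the ligand-induced calcium signal above about 50% at the single tested concentration, limit read from the data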
# IDE inh – human IDE inhibitors in live cells, primary screen, fluorescence polarization, HEK cells, FAbetaB substrate; Insulin-degrading enzyme (Homo sapiens), P14735; FAbetaB cleavage; inhibition, % at 5.59 µM; actives 0.41% (n = 320,000);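 active means percent inhibition above the average of all tested compounds plus 3 SD, set per screening campaign, cut at about 16% in these data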;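 further: IDE supplied by intact live HEK cells; FP after avidin binding of uncleaved biotin substrate so inhibition keeps polarization high; 0% = DMSO wells and 100% = 60 µM reference IDE inhibitor Ii1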
# CRFR2-BP ag – agonists of CRF-BP/CRF-R2 complex, primary screen, cell-based, HEK293, calcium dye fluorescence, uHTS. actives 0.46% (n = 350,000). AID 588473, 2011. CRF-binding protein / CRF receptor 2 complex (human). activation, % at 13.2 µM. calcium dye fluorescence (FLIPR); percent of saturating CRF peptide response;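 active means activation of at least 50%, plus an integration ratio under a set limit after plate pattern correction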;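 further: plate controls were neutral control wells without compound for no effect and CRF at EC100 for full effect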
# M5 antag – human M5 muscarinic receptor antagonists, primary screen, CHO cells, Fluo-8 calcium fluorescence | Muscarinic acetylcholine receptor M5 (Homo sapiens), P08912 | CHO-hM5 cells, ACh EC80 | inhibition, % at 3 µM | actives 0.59% (n = 360,000);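 active means inhibition above a per-plate cutoff, the mean of that plate's test compounds plus 3 SD, cut at about 27% in these data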;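 further: 0% = acetylcholine EC80 with DMSO and 100% = DMSO without agonist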
# CHRM4 agonist – human M4 muscarinic receptor agonists, primary screen, CHO-K1 cells, Fluo-8 calcium fluorescence | Muscarinic acetylcholine receptor M4 (Homo sapiens), P08173 | CHO-K1 hM4/Gqi5; vehicle 0%, full acetylcholine response 100% | activation, % at 3 µM | actives 0.14% (n = 360,000) | AID 624127, 2012;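 active means activation above the run mean over all test wells plus 3 SD, cut at about 32% in these data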;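 further: peak over basal fluorescence ratio per well then scaled between controls; 0% = DMSO wells and 100% = acetylcholine at EC100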
# CHRM4 PAM – human M4 muscarinic receptor positive allosteric modulators, primary screen, CHO-K1 cells, Fluo-8 calcium fluorescence. Muscarinic acetylcholine receptor M4 (Homo sapiens), P08173. CHO-K1 hM4/Gqi5, ACh EC20; 0% = ACh EC20, 100% = maximal ACh. activation, % at 3 µM. actives 0.4% (n = 360,000);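 active means activation above its plate's cutoff, the mean activation of sample wells plus 3 SD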; further: some results filed as inactive read as strong as hits
# Starred values were filed as active, the others as inactive; nt = no result given. Compounds as they come; 2.9% or so of the library scored in one or more.
CHRM4 antagonist,M5 ag,M5 PAM,CRFR2-BP antag,IDE inh,CRFR2-BP ag,M5 antag,CHRM4 agonist,CHRM4 PAM,structure
-3,-8,-17,-4,1,3.0,18,8,-3,COc1ccc(-c2csc3ncnc(N4CCN(S(=O)(=O)c5cccs5)CC4)c23)cc1
2,-2,-5,-6,0,-1.5,3,7,1,NC(N)=Nc1nc(C2COc3ccccc3O2)cs1 (stereo unspecified)
17,-1,2,-28,nt,3.8,-4,-1,-4,Cc1cccc(CN(C)C[C@H]2OCc3cnnn3CCCC(=O)N([C@H](C)CO)C[C@@H]2C)c1
-10,0,14,11,4,0.2,-3,0,-1,Cc1cc(C(=O)NNCc2ccccc2)no1
-13,-1,5,13,3,-1.3,3,1,8,CC(=O)Nc1ccc(NC(=O)c2ccc3c(c2)C(=O)N(c2ccccc2C)C3=O)cc1
-12,-3,-3,0,4,0.5,0,2,6,S=C1NCCOCCOCCOCCOCCNC(=S)NCCOCCOCCOCCOCCN1
-10,-1,-1,12,5,-1.2,-13,0,2,COc1cccc(NC(=O)N2CCC(NC(=O)C(Cc3ccccc3F)NC(C)=O)CC2)c1 (stereo unspecified)
-8,-2,-4,9,-7,-1.6,-4,7,3,CCOC(=O)c1cc(-c2ccncc2)nc2c1c(C)nn2-c1ccccn1
-7,1,-1,17,6,1.0,5,1,-2,C=CCn1c(SCC(=O)NCc2ccco2)nc2sc(C)c(C)c2c1=O
-4,-5,8,-8,0,-0.1,5,-1,1,COc1ccc2oc(C(=O)NC(C)(C)C)c(C)c2c1
-4,1,-4,2,0,-0.9,1,1,-2,O=C(CCCc1nc2ccccc2s1)NC1CCOC1=O (stereo unspecified)
-10,-1,3,3,0,-0.1,-7,-1,4,Cc1cc(C)nc(Nc2ccccc2Br)n1
1,-1,2,7,0,-0.3,-5,1,-2,Cc1ccn(CCC(=O)Nc2ccc3c(c2)OCO3)n1
-10,3,-1,-3,5,0.3,2,1,8,CCc1ccc(NC(=O)c2cnc3scc(C)n3c2=O)cc1
-9,-3,-3,-7,-1,0.8,6,1,5,CCOC(=O)C1CCN(c2c(NC3CCCCCCC3)c(=O)c2=O)CC1

# Reprinted at random: 2 records from the list.
CHRM4 antagonist,M5 ag,M5 PAM,CRFR2-BP antag,IDE inh,CRFR2-BP ag,M5 antag,CHRM4 agonist,CHRM4 PAM,structure
2,-2,-5,-6,0,-1.5,3,7,1,NC(N)=Nc1nc(C2COc3ccccc3O2)cs1 (stereo unspecified)
17,-1,2,-28,nt,3.8,-4,-1,-4,Cc1cccc(CN(C)C[C@H]2OCc3cnnn3CCCC(=O)N([C@H](C)CO)C[C@@H]2C)c1

# Next section
CHRM4 antagonist,M5 ag,M5 PAM,CRFR2-BP antag,IDE inh,CRFR2-BP ag,M5 antag,CHRM4 agonist,CHRM4 PAM,structure
-7,4,-5,15,2,-2.3,-5,9,-1,CCc1ccc(NC(=O)CSc2n[nH]c(C)c2[N+](=O)[O-])cc1
1,-1,1,6,4,-0.3,-4,2,4,Nc1ncnc2nc(SCCc3ccccc3)[nH]c12
-8,-4,-4,-10,5,3.1,6,13,-4,CCN(CC(=O)Nc1cccc(OC)c1)CC(=O)Nc1ccc(Br)c(C)c1
-18,-2,2,4,12,2.3,-15,4,0,CCOc1ccccc1NS(=O)(=O)c1ccc2c(c1)NC(=O)CCS2
-3,-2,0,-8,5,-0.2,15,2,-2,Cc1nonc1NC(=O)CSc1nc2ccccc2o1
7,0,-11,-20,-2,-2.8,8,4,-2,COc1ccc(C(C)(C)C)cc1NC(=O)COC(=O)CN1C(=O)NC2(CCCCC2C)C1=O (stereo unspecified)
-5,0,-2,nt,nt,nt,10,0,4,CCOC1=C2[C@H](c3ccccc3)N(S(=O)(=O)c3ccccc3)C[C@H]2n2c(=O)n(-c3ccccc3)c(=O)n2C1
-17,-4,7,-40,8,9.7,-2,1,5,CCC(=O)Nc1nc2c(c(=O)[nH]1)CCCC2
-16,0,1,nt,nt,nt,6,-1,9,CN1OC[C@@H]2CN(Cc3ccc4c(c3)OCO4)[C@H](c3ccc(N4CCCCC4)cc3)C[C@@H]21
3,4,-5,5,5,-0.5,-4,2,5,COc1ccc(-c2nc3ccccc3c(=O)n2CCCN2CCOCC2)cc1
-2,0,-7,1,6,0.5,0,1,-4,Cc1cccnc1NC(=O)c1ccc(Cl)c(S(=O)(=O)N2CCCCC2)c1
-2,-1,7,-5,-2,1.6,-4,3,8,CN(C)S(=O)(=O)c1cccc(C(=O)NC(=S)N(CCC#N)Cc2cccnc2)c1
-5,-1,1,1,-5,-0.4,-3,1,-3,Cc1ccc2c(c1)cc(CN(Cc1ccc3c(c1)OCO3)S(=O)(=O)c1ccccc1)c1nnnn12
11,1,4,-4,-2,1.8,1,2,-4,O=c1[nH]c(CSc2nnc(COc3ccccc3)n2-c2ccccc2)nc2ccccc12
-8,0,-1,8,5,0.1,4,0,-3,COc1ccccc1NC(=S)NCCc1ccc(S(N)(=O)=O)cc1
2,3,0,20,11,-2.1,6,2,-12,Cc1ccc(C(=O)Nc2cccc(C(F)(F)F)c2)cc1NC(=O)c1[nH]cnc1C(N)=O
-15,-1,0,35,-6,-2.9,-1,1,2,CCCN(CCC)C1=N/C(=C\c2ccco2)C(=O)N1c1ccccc1
3,3,3,3,6,0.0,4,1,8,CC1(OC(=O)CCc2ccccc2)C(=O)C=C2C=C3CCCN3C=C2C1=O (stereo unspecified)
-12,-3,-1,-13,-1,4.2,-2,0,3,COCC(C)n1c(SCC(=O)c2cc(C)n(C)c2C)nc2ccccc2c1=O (stereo unspecified)
4,2,-4,-24,2,-1.3,1,13,-1,O=C(Nc1ccc(Br)cc1)c1cccc(N2C(=O)C3C4CCC(C4)C3C2=O)c1 (stereo unspecified)
-4,-3,-5,0,-2,-1.8,7,1,1,CCC(C)(C)NC(=O)C(C(C)C)N(CC1CCCO1)C(=O)CNS(=O)(=O)c1ccc(F)cc1 (stereo unspecified)
-4,0,-1,8,-3,-1.5,-3,1,15,O=C(NC1CCCc2ccccc21)C1CCN(S(=O)(=O)c2cccc3nonc23)CC1 (stereo unspecified)
4,0,5,6,-3,-1.3,-4,0,7,COCC(=O)Nc1ccc(C(N)=O)cc1
-9,0,0,4,-3,0.3,4,2,4,Cc1cc(=O)n2c(C(=O)Nc3ccc(C(=O)OC(C)C)cc3)c(C(=O)Nc3ccccc3)sc2n1
-5,-3,-13,nt,nt,nt,6,9,0,CSc1ccc(Cn2c(C)c(C(=O)NCc3ccccc3C(F)(F)F)sc2=O)cc1
0,-2,-4,-2,0,0.3,5,1,2,Cc1ccc(-n2ncc3c2CC(C)(C)CC3NC(=O)CN2CCCC2=O)cc1 (stereo unspecified)
10,7,-2,10,5,0.4,1,7,0,O=C(CC(=O)N/N=C\c1cccc(Cl)c1Cl)NCc1ccccc1
5,0,2,-2,-2,0.3,3,0,-5,COc1ccc2[nH]c(C(=O)O)c(CCNC(C)=O)c2c1
5,1,-2,-15,5,-0.4,-2,1,-4,N/C(=N\OC(=O)c1cc(-c2ccccc2)nc2ccccc12)c1cccnc1
-6,-7,-2,-51,4,-1.3,7,1,1,CC(C)c1ccc(-c2csc3ncnc(N4CCN(C)CC4)c23)cc1
-16,0,2,-1,1,-0.4,1,2,5,CC(C(=O)NC(N)=O)N1C(=O)NC(c2ccccc2)(c2ccccc2)C1=O (stereo unspecified)
-7,0,1,-9,-2,-0.8,12,1,-1,O=C(OCCC1Oc2cccnc2NC1=O)c1ccc(F)cc1 (stereo unspecified)
3,-1,-6,6,3,-1.2,4,3,-4,O=C(Cn1[nH]c(=O)c2ccccc2c1=O)OCC(=O)N1CCCc2ccccc21
7,-1,-5,-2,0,0.2,5,1,-1,CN(C)S(=O)(=O)c1ccc(-n2cccc2)cc1
-11,-7,-1,-21,1,-1.6,-13,1,12,CC(=O)Nc1ccc(C2=NN(c3ccccc3)C(c3cccs3)C2)cc1 (stereo unspecified)
-5,-1,-3,-11,4,-0.2,6,2,5,CN(C)C(=O)C1(c2ccccc2)CCN(S(=O)(=O)c2ccccc2)CC1
5,-3,-11,14,1,2.9,1,3,-2,CCOC(=O)N1CCN(S(=O)(=O)c2ccc3c(c2)SCC(=O)N3)CC1
-15,1,-5,5,9,0.1,5,0,3,Cc1cccc(C)c1NC(=O)CN(C)C(=O)c1ccccc1SCC(=O)N1CCCC1
-2,2,4,-5,-3,12,1,5,-3,O=C(N/N=C/c1cc(O)ccc1Br)c1cccnc1
4,-1,-5,0,4,1.4,8,2,-5,CCC1CCCCN1CCNC(=O)CNS(=O)(=O)c1ccc2nc(C)sc2c1 (stereo unspecified)
10,-4,-6,7,3,-1.9,15,1,-1,CN(CC(=O)N1CCCC1)S(=O)(=O)c1cccc(Cl)c1
11,0,3,2,7,-3.4,-6,0,-4,O=C(CSc1nnc(CNC(=O)c2ccco2)o1)Nc1cccc(F)c1
-3,-5,-6,4,0,0.0,18,1,5,COc1ccccc1NC(=O)C(=O)/C=C(\O)c1ccccc1
-2,-2,2,-27,3,0.9,9,4,-12,Nc1ncc(-c2ccccc2)c(-c2ccc(O)cc2O)n1
0,1,5,-15,-2,-0.1,-2,-1,1,CC(C)OCCCNC(=O)c1ccc(Br)cc1
-5,1,0,12,-2,-2.3,2,1,-12,CCOc1ccc(NC(=O)C2CCCN(S(=O)(=O)c3cccc4nsnc34)C2)cc1 (stereo unspecified)
-7,1,1,6,-2,0.1,5,3,8,Nc1nc(NC(=O)c2ccc(F)cc2)ns1
0,0,-8,11,nt,-0.5,3,0,1,Cc1ccc(C(=O)NCc2ccco2)cc1
-3,6,-7,19,9,2.2,0,nt,-6,CC1CC(C)CN(S(=O)(=O)c2ccc(C(=O)NN3CCOCC3)cc2)C1 (stereo unspecified)
6,-3,3,1,2,0.7,0,1,6,CCOCCCNC(=O)C(NC(=O)CNC(C)=O)c1ccc(Cl)cc1 (stereo unspecified)
10,-3,2,-3,2,1.2,6,0,-3,COc1cc(OC)cc(C(=O)NCC(=O)OCC(=O)N2CCc3ccccc32)c1
-6,1,3,-15,-6,-2.0,-9,3,15,CCc1cccc(NC(=O)CCS(=O)(=O)c2cccc3nonc23)c1
2,2,-8,6,0,0.5,10,2,6,NS(=O)(=O)c1ccc(CCNC(=O)CCC(=O)c2cccs2)cc1
-3,2,-1,18,1,-5.6,0,0,-2,O=C(CCC(=O)n1ncc2ccccc21)NCc1ccccc1Cl

# Screening results (PubChem BioAssay)
